Bioassay records as filed in PubChem BioAssay.
HepG2 tox = counter-screen for TGF-b inhibitors: cytotoxicity in HepG2 cells; Potency, µM (doses to about 46.1 µM), for inactives: at the top dose activity change, negative = cytotoxicity, actives largely listed as cytotoxic; HepG2 CAGA-GFP viability, ATP luminescence, 18 h; actives 0.76% (n = 410,000); AID 588856; further: potency means the concentration at half of the fitted maximal effect; some results filed as inactive show a strong effect at the top dose
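HepG2 CAGA-GFP cells (1000/well, DMEM with 1% FBS) received compound, then TGF-beta at 500 pg/mL final, and were incubated 18 hours at 37 degrees C. Viability was read by CellTiter-Glo luminescence. Media-only wells were set as complete cell-killing and DMSO as no toxicity.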
Mm-Cpn inhibitor = M. maripaludis TRiC chaperonin inhibition | purified Mm-Cpn ATPase, ADP Transcreener TR-FRET | AID 504842 | actives 0.031% (n = 330,000) | Potency, µM (top dose mostly 76.9 µM), without a hit: at the highest dose activity, negative = inhibition, hits mostly inhibitors; further: potency means the concentration at half of the fitted maximal effect; on the % scale 0 is the no-effect control and ±100 the full control effect; nearly all actives have a fitted effect of over 80% in size
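25 nM Mm-CPN + cpd, 10 min 37°C; + 10 uM ATP, 30 min 37°C; buffer 30 mM Tris pH 7.4, 100 mM KCl, 5 mM MgCl2, 1 mM DTT; Transcreener ADP HTRF detection 30 min RT.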
TGFb SMAD3 inh = inhibitors of TGF-b signaling; AID 588855; Potency, µM (series often up to 46.1 µM), without a hit: top-dose activity, negative = inhibition, actives largely listed as inhibitors; actives 1.2% (n = 410,000); HepG2 CAGA-GFP TGF-b/SMAD3 reporter, GFP fluorescence, 18 h; TGF-beta stimulated, 500 pg/mL final; further: potency means the concentration at half of the fitted maximal effect; on the % scale 0 is the no-effect control and ±100 the full control effect; nearly all actives have a fitted effect of over 65% in size
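Per well, imaged GFP fluorescence of HEPG2 CAGA-GFP cells gives the signal; cells get compound, then TGF-beta (500 pg/mL final), 18 h at 37 degrees C; %Activity versus -TGF-beta and +DMSO controls.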
Nrf2 block = Nrf2 pathway inhibition | Potency, µM (highest dose often 46 µM), for inactives: top-dose activity change, negative = inhibition, most hits filed as inhibitors | A549 ARE-Fluc reporter, luciferase luminescence, 18-24 h | actives 2.1% (n = 360,000); further: potency means the concentration at half of the fitted maximal effect; on the % scale 0 is the no-effect control and ±100 the full control effect; nearly all actives have a fitted effect of over 60% in size
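Concentration-response testing used A549 ARE_Fluc cells at 5000 cells/well. Following an 18-24 h compound incubation, viability was read by fluorescence (Ex 405/Em 525) and luciferase output by luminescence.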
ATXN viability = viability counter-screen for ATXN expression inhibitors; S2 cells (HEK-293 line with an ATXN2-luciferase reporter) viability, CellTiter-Fluor protease fluorescence, 24 h; Potency, µM (highest dose often 56.7 µM), actives largely listed as cytotoxic; actives 0.49% (n = 400,000); AID 651635; further: potency means the concentration at half of the fitted maximal effect; nearly all actives have a fitted effect of over 40% in size
Akt phos inh = blocks phosphorylation of Akt. Neuro2A IGF-stimulated pAkt S473 HTRF, 20 min; hits give low values. activity change, % for hits at 50 µM. actives 0.32% (n = 360,000); in the data active means activity change below about -80%; inconclusive means mostly about -51% to -80%; further: on the % scale 0 is the no-effect control and ±100 the full control effect
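Neuro2A cells (4,500/well, DMEM with 0.5% FBS) were treated with compound at a single 50 µM final concentration, stimulated with 6 nM IGF for 20 min at 37 °C, and lysed. Phospho-Akt Ser473 was read by HTRF as 665/615 ratio ×10^4.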
CCT chaperon mod = modulators of cytosolic chaperonin (CCT/TRiC) activity | purified chaperonin ATPase assay, HTRF ADP detection, 30 min | activity change, % (no concentration beside the values), hits read low | actives 0.3% (n = 360,000); in the data active means activity change below about -30%; further: on the % scale 0 is the no-effect control and ±100 the full control effect
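Nucleotide hydrolysis assay: TRiC at 20–40 nM final (set by batch activity) with 10 uM ATP, 30 min at 37 °C, in presence of 76 uM compound. Detection by competitive ADP HTRF, 30 min ambient.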
A549 viability = counter-screen for Nrf2 inhibitors: cytotoxicity in A549 cells | Potency, µM (highest dose often 46 µM), without a hit: at the top dose activity change, negative = cytotoxicity, actives largely listed as inhibitors | actives 0.16% (n = 390,000) | A549 ARE-Fluc cells, CellTiter-Fluor viability, 18-24 h | AID 504648; further: potency means the concentration at half of the fitted maximal effect; on the % scale 0 is the no-effect control and ±100 the full control effect
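A549 ARE_Fluc cells in 5% FBS OPTI-MEM were exposed to compounds in concentration-response for 18-24 h at 37 deg C. Viability was read by CellTiter-Fluor fluorescence (Ex 405/Em 525) after 30 min, before the luciferase read.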
Nrf2 activator = Nrf2 pathway activation. Potency, µM (series often up to 46.1 µM), without a hit: top-dose activation, usual class: activators. actives 0.31% (n = 410,000). AREc32 ARE-luciferase reporter (MCF7-derived line), luminescence, 24 h; further: potency means the concentration at half of the fitted maximal effect; % of control where 0% means no effect; nearly all actives have a fitted effect of over 65% in size
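Quantitative high-throughput format: AREc32 reporter cells, 1000 per well, received compound by pin transfer and were incubated 24 hr at 37 deg C, 5% CO2, before Steady-Glo luminescence detection.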
The depositor's hits bear a star; i = inactive; ? = inconclusive; nt = no result given; & = joins results of further samples; [ ] = remark or other dose. Unless noted, the call rests on the fitted dose curve; in most records, active means well fitted curve in the direction sought with a large enough effect; inconclusive means small, poorly fitted or top-dose-only effect, or another doubt; inactive means no such curve, though single readings can be large; an effect the other way counts as inactive or inconclusive. Hits appear at their usual frequency (roughly 4.4% active in at least one column).

SMILES	HepG2 tox	Mm-Cpn inhibitor	TGFb SMAD3 inh	Nrf2 block	ATXN viability	Akt phos inh	CCT chaperon mod	A549 viability	Nrf2 activator
Cc1ccccc1/C=C1\Oc2ccccc2C1=O	-14%	1%	?	7%	i	i	-0.3	-5%	13µM*
Cn1c(SCC(=O)NC2CCCC2)nc2c(c1=O)SCC2	2%	0%	1%	5%	i	i	-2.4	6%	0.1%
COCCNC(=O)C(OC(=O)c1ccco1)c1ccc(OC)cc1 (centres undefined)	-1%	nt	9%	1%	i	i	-1.6	-1%	-0.7%[9.22 µM]
Cc1ccc(C)c2[nH]c(=O)c(CN(Cc3cccs3)C(=S)NCc3ccco3)cc12	-9%	?	-11%	-7%	i	i	-0.3	-1%	-0.1%[9.22 µM]
Cc1ccc(CN2CCN(/N=C/c3cccnc3)CC2)cc1	-12%	2%	-7%	-4%	i	i	-3.4	10%	-1.0%
O=C(NCc1ccco1)C(c1ccc(F)cc1)N(C(=O)Cc1cccs1)c1cccnc1 (centres undefined)	-7%	-1%	30%[activator]	?	i	i	-0.6	-3%	0.2%
COc1cc2c(cc1OC)C(C)N(C(=O)/C=C/c1cc(OC)c(OC)c(OC)c1)CC2 (centres undefined)	-26%	1%	-13%	?	i	i	0.5	3%	2.3%
CC(=O)CC(=O)NC(=NC1CCCCC1)Nc1nc(C)cc(C)n1	-24%	-1%	-4%	?	i	i	-0.2	-6%	1.5%
CCn1c(CSc2nc(C)cc(C)n2)nnc1SCC(N)=O	8%	1%	0%	-1%	i	i	-0.4	-2%	-0.1%
CCOC(=O)c1c(NC(=O)c2cc(-c3ccc(Br)cc3)on2)sc(C)c1C	0%	nt	0%	6%	nt	nt	nt	3%	0.2%
O=C(CNC(=O)c1cccc(F)c1)OCC(=O)N1CCCc2ccccc21	0%	4%	6%	6%	i	i	-2.0	5%	-0.7%
CC1=NS(=O)(=O)NC(C)(C)C1	1%	nt	-7%	1%	i	i	-0.2	2%	-1.1%
Oc1ccc(C[C@H]2CNC(=S)N2CC2CCCN2C[C@H](Cc2ccccc2)N2C[C@H](Cc3ccc(O)cc3)N(CC3CCCCCC3)C2=S)cc1 (some centres undefined)	-82%	nt	10µM*	?	?	i	-0.5	-8%	-2.7%
CCOC(=O)Cc1nnc(NC(=O)CSc2nnc3c4ccccc4n(C)c3n2)s1	14%	-20%	23%	5%	i	i	-7.6	-9%	-0.3%
CN1CCN(C(=O)CCc2nc3ccccc3n2-c2ccccc2)CC1	-36%	2%	10%	5%	?	i	0.4	-7%	-0.3%

The closing three entries of the part above lead into the next.
SMILES	HepG2 tox	Mm-Cpn inhibitor	TGFb SMAD3 inh	Nrf2 block	ATXN viability	Akt phos inh	CCT chaperon mod	A549 viability	Nrf2 activator
Oc1ccc(C[C@H]2CNC(=S)N2CC2CCCN2C[C@H](Cc2ccccc2)N2C[C@H](Cc3ccc(O)cc3)N(CC3CCCCCC3)C2=S)cc1 (some centres undefined)	-82%	nt	10µM*	?	?	i	-0.5	-8%	-2.7%
CCOC(=O)Cc1nnc(NC(=O)CSc2nnc3c4ccccc4n(C)c3n2)s1	14%	-20%	23%	5%	i	i	-7.6	-9%	-0.3%
CN1CCN(C(=O)CCc2nc3ccccc3n2-c2ccccc2)CC1	-36%	2%	10%	5%	?	i	0.4	-7%	-0.3%
CC1CN(C(=O)COC(=O)c2ccc3ccccc3c2)CC(C)O1 (centres undefined)	3%	nt	6%	nt	i	i	-0.1	nt	0.2%
COc1ccc(OC)c(C2C3CN(C(C)C)CC=C3C(C#N)=C(N)C2(C#N)C#N)c1 (centres undefined)	-24%	-1%	31%[activator]	-15%	i	i	-1.6	-2%	0.1%
O=C(CC1NCCN(Cc2ccccc2)C1=O)Nc1ccc(Cl)cc1 (centres undefined)	-21%	-13%	0%	9%	i	i	1.2	-2%	-0.7%
Cc1ccc(C(=O)NC2CCS(=O)(=O)C2)cc1S(=O)(=O)N1CCOCC1 (centres undefined)	3%	-3%	9%	0%	i	nt	-1.9	-2%	-0.6%
O=C(CC1(O)C(=O)N(CCc2ccccc2)c2ccc(Br)cc21)c1ccccc1O (centres undefined)	-89%	nt	?	?	nt	nt	nt	-26%	2.9%
Cn1cc([N+](=O)[O-])c(C(=O)Nc2ccn(Cc3c(F)c(F)cc(F)c3F)n2)n1	-15%	0%	?	5%	i	i	-3.6	0%	18%
Cc1cccn2c(=O)c3cc(C(=O)NCCCN4CCCC4=O)n(C)c3nc12	-32%	-2%	-18%	?	nt	i	-2.0	1%	0.3%
O=C(Cc1ccccc1)NC(Nc1cccc2ccccc12)C(Cl)(Cl)Cl (centres undefined)	-16%	0%	3%	-19%	i	i	1.0	-8%	4.9%
COc1ccc(NC(=O)c2cc3ccccc3cc2OC)cc1	-1%	3%	-4%	?	i	i	0.7	-11%	8.1%
Fc1ccc(CNc2nc(-c3cccnc3)nc3ccccc23)cc1	-74%	-5%	?	-7%	i	i	-1.6	2%	3.0%
COc1ccc(S(=O)(=O)N2CCN(C(=O)N3CCOCC3)C2C)cc1 (centres undefined)	-29%	0%	-21%	1%	i	i	-7.1	10%	2.3%
CCOC(=O)CCNCc1ccc(OC)c(OC)c1	3%	-2%	3%	6%	i	i	0.6	-1%	-0.9%
COc1ccc(NC(=O)COC(=O)CNS(=O)(=O)c2ccc(F)c(F)c2F)cc1OC	-5%	1%	-14%	2%	i	i	-2.4	-1%	0.1%
CCOc1ccc(S(=O)(=O)N2CCCC(C(=O)NCc3ccncc3)C2)cc1Cl (centres undefined)	-14%	0%	-7%	8%	i	i	-1.4	10%	2.9%
O=C(NCc1ccc(-c2csnn2)cc1)C1CC1	8%	0%	-2%	-14%	i	i	2.9	-2%	1.9%
Nc1nnc(SCC(=O)Nc2ccc(Cl)c(C(=O)O)c2)s1	1%	3%	11%	12%	i	i	-3.8	1%	0.8%
CCOc1c(Cl)cc(C(=O)Nc2ccccc2C(=O)O)cc1Cl	-6%	-2%	0%	-2%	nt	nt	-1.3	-13%	-0.5%
O=C(CSc1nnc(CNc2cccc(C(F)(F)F)c2)n1Cc1ccco1)NCc1ccco1	-24%	2%	?	-6%	i	i	-0.2	-4%	1.8%
CCN(CC)CCCNC(=O)c1ccc(Cn2c(SCc3ccccc3)nc3cccnc32)cc1	-48%	nt	-13%	?	?	nt	nt	-13%	4.6%
CN(Cc1ccccc1)C(=O)COC(=O)CCC(=O)c1ccc(Cl)cc1	13%	-2%	-1%	-2%	i	i	-2.8	0%	-0.1%
Cc1cccc(N=c2c([N+](=O)[O-])nn(-c3ccc(Cl)cc3)n2O)c1	-6%	1%	0%	11%	?	i	-1.4	1%	3.0%
CCOc1ccc(NC(=O)CSc2ccc(-c3cccnc3)nn2)cc1	0%	-2%	-10%	-2%	i	i	-2.0	5%	-0.4%
Cc1noc(C)c1COc1ccc(C(=O)OCC(=O)N2CC3(C)CC2CC(C)(C)C3)cc1 (centres undefined)	-19%	0%	-9%	?	i	i	-0.9	-2%	2.2%
C=CCc1cc(Cl)ccc1OCCCn1ccnc1	-25%	3%	-12%	4%	i	i	-3.6	-2%	0.2%
N#Cc1nnn(-c2ccc(Cl)cc2)c1N	-2%	0%&0%	-5%	-13%	i	i	-3.1	1%	-1.1%
Cc1cc2c(cc1S(=O)(=O)N1CCCC1)n(C)c(=O)c(=O)n2C	3%	-1%	6%	-6%	i	i	-2.4	1%	-0.4%
C#CCNC(=O)C[C@@H]1C[C@@]2(C(=O)OCC)CCC=C2N(CCC2=CCCCC2)C1=O	nt	nt	nt	nt	i	i	-1.2	nt	-0.9%
CCOC(=O)C1(Cc2ccc(Cl)cc2)CCN(Cc2cnc(N)nc2)CC1	-27%	-1%	-20%	3%	i	i	0.9	-3%	-0.8%
O=C(Cn1c(=O)oc2cc(S(=O)(=O)N3CCCC3)ccc21)N1CCN(c2ccccc2)CC1	-5%	0%	19%	?	i	i	-0.6	2%	0.0%
O=C(O)C1CC=CCC1C(=O)Nc1ccccc1C(=O)N1CCN(c2ccccc2)CC1 (centres undefined)	8%	0%	-6%	nt	i	i	0.6	-7%	-0.7%
N#Cc1ccccc1NC(=O)COC(=O)CN1C(=O)C2CCCCC2C1=O (centres undefined)	1%	3%	14%	22%	i	i	-2.1	1%	0.0%
COc1ccc(CNC(=O)C2CCCN2C(=O)NCc2ccccc2)cc1 (centres undefined)	12%	0%	8%	3%	i	i	0.8	-1%	-0.9%
O=C(COc1ccccc1)Nc1nccs1	-11%	2%	-1%	?	i	i	-0.5	-1%	-0.7%
CCOc1ccc(NS(=O)(=O)c2cc(C(=O)NCC3CCCO3)ccc2Cl)cc1 (centres undefined)	10%	0%	-12%	6%	i	i	-0.8	13%	-0.1%
COc1ccc(N=C2SC(C(N)=O)CC(=O)N2CCc2ccc(OC)c(OC)c2)cc1 (centres undefined)	-1%	-2%	?	-16%	i	i	-0.5	-5%	0.6%
CC(C)(C)NC(=O)/C=C/c1ccc(C(F)(F)F)cc1	20%	0%	-2%	14%	i	i	1.9	9%	2.0%
Cc1ccc(Cn2cnc3c(oc4ccccc43)c2=O)cc1	1%	nt	-1%	-3%	i	nt	nt	-10%	3.5%
O=C(O)COc1cnc2ccccc2n1	-1%	-10%	-12%	-10%	i	i	-3.5	3%	0.1%
Cc1nc(NC(=O)c2ccccc2O)sc1C	0%	-1%	21%	?	i	i	-0.8	-4%	0.2%
O=C1CSC(c2cccnc2)N1c1ccccc1 (centres undefined)	-15%	-1%	-12%	12%	i	i	1.8	5%	-0.3%
O=c1[nH]c(=O)c2ncn(C3OC(CO)C(O)C3O)c2[nH]1 (centres undefined)	6%	nt	20%	11%	nt	nt	nt	-6%	nt
